# Source: PubChem (The Scripps Research Institute Molecular Screening Center)
# LEDGF integ inh – blocks HIV-1 LEDGF/p75-dependent DNA integration | TR-FRET IN-LEDGF/p75 DNA integration, Eu/Cy5 | hit rate 0.64% among 370,000 | inhibition, % at 3.7 µM;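 active means inhibition above the screen-wide mean plus 3 SD, cut at about 13% in these data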;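 further: signal is the Cy5 over europium emission ratio at 671 and 618 nm; 0% = plate median of compound wells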
# Tn6 DDE FP – inhibitors of Tn6 peptide binding to human fibrin DD(E) | Fibrin DD(E) TRITC-Tn6 fluorescence polarization displacement | inhibition, % at 8.3 µM | P02675 | hit rate 0.21% among 370,000;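 active means inhibition above a per-campaign cutoff: mean of compounds within control limits plus 3 SD, cut at about 15% in these data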;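 further: 0% = median of all compound wells on the plate and 100% = blocking peptide control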
# Target sequence (P02675 whole entry, looked up): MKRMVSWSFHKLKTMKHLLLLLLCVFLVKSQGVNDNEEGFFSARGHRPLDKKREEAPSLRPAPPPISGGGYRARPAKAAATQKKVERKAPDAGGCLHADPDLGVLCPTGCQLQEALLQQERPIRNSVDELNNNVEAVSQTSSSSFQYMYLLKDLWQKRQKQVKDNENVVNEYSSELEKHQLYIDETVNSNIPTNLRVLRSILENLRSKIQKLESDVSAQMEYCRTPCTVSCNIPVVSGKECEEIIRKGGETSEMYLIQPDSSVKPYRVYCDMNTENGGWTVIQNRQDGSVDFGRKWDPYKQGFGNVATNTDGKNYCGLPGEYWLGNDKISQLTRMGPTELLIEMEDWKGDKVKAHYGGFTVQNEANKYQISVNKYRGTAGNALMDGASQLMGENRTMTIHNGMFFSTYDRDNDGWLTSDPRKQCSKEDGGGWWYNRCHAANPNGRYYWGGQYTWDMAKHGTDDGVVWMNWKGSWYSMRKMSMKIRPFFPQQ
# TDP2 inh – blocks human TDP2 phosphodiesterase activity; O95551; hit rate 0.34% among 370,000; inhibition, % at 12.8 µM; AID 720702; recombinant TDP2, T5PNP hydrolysis, p-nitrophenol absorbance 415 nm;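 active means inhibition above the mean of all tested compounds plus 3 SD, set per campaign, cut at about 25% in these data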;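 further: 0% = DMSO with enzyme and 100% = buffer with substrate but no TDP2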
#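 Material: recombinant human TDP2; quantity: TDP2 enzyme at 120 nM final; medium: Tris-HCl pH 7.5 with MgCl2; compound: single concentration, 12.8 µM nominal, with 1% DMSO; incubation: 2 h enzyme incubation at 37 °C; signal: epi absorbance; measure: percent inhibition; benchmarks: high control without enzyme, low control DMSO plus TDP2; repeats: singlicate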
# SIAE primary – human SIAE inhibition, primary screen; inhibition, % at 9.66 µM; Q9HAT2; hit rate 0.69% among 370,000; SIAE FP-Rh probe binding, fluorescence polarization;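 active means inhibition above a cutoff: mean of compounds within the control limits plus 3 SD of those, cut at about 17% in these data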;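 further: 0% = plate median of compound wells and 100% = probe without SIAE protein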
# PRMT1 inh – blocks human protein arginine methyltransferase 1; inhibition, % at 2.79 µM; recombinant PRMT1, activity-based probe fluorescence polarization; Q99873; AID 652257; hit rate 1.3% among 370,000;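 active means inhibition above about 21% made by adding two undisclosed values, limit read from the data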
# Target sequence (Q99873 whole entry, looked up): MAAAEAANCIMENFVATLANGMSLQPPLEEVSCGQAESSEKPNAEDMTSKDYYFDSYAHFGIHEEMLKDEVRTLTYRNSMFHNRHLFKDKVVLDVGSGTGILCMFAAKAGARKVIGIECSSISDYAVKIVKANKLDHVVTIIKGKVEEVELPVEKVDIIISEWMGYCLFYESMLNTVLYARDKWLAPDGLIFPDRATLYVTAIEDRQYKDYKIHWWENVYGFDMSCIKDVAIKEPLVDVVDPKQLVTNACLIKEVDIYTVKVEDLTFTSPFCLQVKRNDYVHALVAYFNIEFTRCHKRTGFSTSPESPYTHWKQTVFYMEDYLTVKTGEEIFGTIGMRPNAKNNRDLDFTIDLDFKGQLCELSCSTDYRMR
# DDE Tn7 FP inh – DD(E)-Tn7 binding inhibition, primary FP screen | hit rate 0.13% among 370,000 | P02675 | inhibition, % at 8.3 µM | FP displacement of FITC-Tn7 peptide from fibrin DD(E); 0% = median of compound wells per plate;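 active means inhibition above the mean of compounds falling within the control limits plus 3 SD of them, cut at about 14% in these data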;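 further: 0% = plate median of compound wells and 100% = 10 µM Aha-Tn7 peptide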
#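 assay system = human clot-derived fibrin DD(E) complex | quantity = Fibrin-DD(E) at 2 µM final | timing = 10 min preincubation, 3 h with tracer, room temperature | signal = fluorescence polarization | measure = percent inhibition | benchmarks = high control wells with 10 µM unlabelled Aha-Tn7 peptide (full inhibition) | replicates = singlicate testing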
# UHRF1 MBD2 ctr – UHRF1 methyl-DNA binding inhibition; UHRF1 binding to methylated oligo, TR-FRET; inhibition, % at 4.4 µM; hit rate 0.75% among 370,000; in the data active means inhibition above about 21%;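 further: UHRF1 SRA domain binding a hemimethylated CpG hairpin DNA probe; 0% = median of test compound wells and 100% = reference inhibitor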
# MBD2 DNA inh – MBD2-methylated oligo binding inhibition. Q9UBB5. TR-FRET, MBD2 binding to methylated oligonucleotide. inhibition, % at 4.4 µM. hit rate 0.31% among 370,000. AID 686964; in the data active means inhibition above about 13%
# KLK7 zymogen act – proKLK7 (human) activation, primary screen | P49862 | purified proKLK7, EDANS-DABCYL substrate fluorescence; 100% is mature enzyme control, 0% vehicle | activation, % at 7 µM | hit rate 0.9% among 370,000;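 active means activation above the mean of all tested compounds plus 3 SD, computed per campaign excluding outliers beyond control limits, cut at about 13% in these data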
# TCR-CD3 inh – inhibitors of human TCR-CD3 interaction; TAMRA-labeled TCR probe fluorescence, biochemical; inhibition, % at 9.4 µM; hit rate 0.37% among 360,000; in the data active means inhibition above about 19%;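 further: recombinant mutant TCR 2C K166C tagged with TAMRA read by polarization; 0% = receptor in buffer alone and 100% = receptor with positive control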
# * = called active by the depositor; . = no result given.
entry	SMILES	LEDGF integ inh	Tn6 DDE FP	TDP2 inh	SIAE primary	PRMT1 inh	DDE Tn7 FP inh	UHRF1 MBD2 ctr	MBD2 DNA inh	KLK7 zymogen act	TCR-CD3 inh
1	CN1c2ccccc2-c2nc3ccccc3n2C1c1ccncc1 (configuration not stated)	1	1	-1	-2	4	8	6	0	1.0	-6
2	Cc1ccc(Nc2n[nH]c(=S)s2)cc1F	-4	4	1	7	22*	4	0	1	0.0	4
3	Cc1ccc(C)n1-c1ccc(C(=O)NN=C2CCCC2)cc1	-4	-3	2	2	4	1	-1	1	-0.2	-5
4	C[C@H](CO)N1C[C@H](C)[C@@H](CN(C)Cc2cncnc2)Oc2cc(Br)ccc2S1(=O)=O	-2	-2	-8	-2	-8	-5	-1	1	0.0	0
5	CCC(=O)N1CCC(C)(C(=O)Nc2ccc(OC)c(OC)c2)C1 (configuration not stated)	-3	1	6	18*	6	0	3	8	0.5	-3
6	COc1ccccc1C(=O)COC(=O)CSC(C)C(=O)Nc1cc(C)on1 (configuration not stated)	0	1	7	1	3	0	0	1	-0.9	-1
7	O=C(Cn1cnc2c(nnn2Cc2ccccc2F)c1=O)OCc1ccccc1	4	-6	-4	2	-2	1	-3	-7	0.2	3
8	O=C1CC(N2CCCN(Cc3ccccc3)CC2)=NC(=O)N1c1ccc(Br)cc1	5	-2	-7	6	0	-4	0	0	-0.5	.
9	NC(=O)C1CCN(c2cc(Cl)nc(N)n2)CC1	-6	-2	-10	-6	2	1	0	1	-0.5	-4
10	CC1CC/C(=C\c2ccc3c(c2)OCO3)C(=O)/C1=C/c1ccc2c(c1)OCO2 (configuration not stated)	6	0	-14	-8	-2	-4	0	-8	0.4	0
11	Cc1ccc(N2C(=O)CC(NCC3CCCO3)C2=O)cc1 (configuration not stated)	-4	-2	0	2	45*	1	0	7	0.8	-4
12	COc1ccc(NC(=S)N/N=C/c2ccc(F)cc2)cc1OC	-3	4	9	3	2	7	-1	-1	1.1	-4
13	CC(C)c1cccc(-c2csc(C(O)c3cccc(Cl)c3)n2)c1 (configuration not stated)	-2	9	-7	-17	-2	-13	-2	-5	-0.2	5
14	O=C(NCc1cccnc1)c1cnc2n(c1=O)CCS2	1	4	8	2	0	-4	-1	0	0.3	5
15	CCOC(=O)c1c(C)c(C(=O)NCc2ccc(OC)cc2)c(C)n1C	-4	-2	-3	-2	2	1	0	2	0.8	-5
16	O=C(COc1ccc(S(=O)(=O)N2CCCCC2)cc1)NCc1ccncc1	-1	-7	3	3	-3	-9	-2	-3	0.2	6
17	CCOC(=O)C1=C(c2ccccc2)NC(=O)NC1c1ccc(OC)cc1OC (configuration not stated)	-3	2	-5	-1	-3	2	-1	-3	-0.2	-3
18	O=C(CSCc1c(F)cccc1Cl)NCCSCc1ccco1	2	-2	17	1	4	1	0	-5	-0.2	6
19	O=C(N/N=C/c1ccccc1[N+](=O)[O-])c1ccc2c(c1)OCCO2	2	5	9	-8	2	0	-2	-5	0.1	8
20	COc1ccccc1C(=O)COC(=O)Cn1[nH]c(=O)c2ccccc2c1=O	2	2	13	5	0	-2	0	-3	0.2	3
21	O=C(O)c1cc(NN=C2CCN(Cc3ccccc3)CC2)ccc1Cl	0	-1	9	10	6	6	1	-3	0.0	-5
22	O=C(OCc1c(-c2ccccc2)ncc2ccccc12)c1ccco1	0	1	0	0	1	3	1	-1	-0.4	-6
23	Cc1ccc(C(=O)NCC(=O)OCC(=O)c2c(N)n(C)c(=O)n(C)c2=O)cc1C	2	6	5	1	1	-9	0	0	-0.1	-5
24	CSCCC(NS(=O)(=O)c1ccc(Cl)cc1)C(=O)OCC(=O)NC1CC1 (configuration not stated)	0	9	1	-3	1	5	17	4	0.3	-5
25	CCCC(=O)N1CCN(Cc2nc3cc([N+](=O)[O-])ccc3n2C)CC1	4	7	6	5	1	-1	-1	-2	-0.4	-1

# Entries by screen from above:
# Entries 22–25 in KLK7 zymogen act: -0.4, -0.1, 0.3, -0.4
# Entries 22–25 in Tn6 DDE FP: 1, 6, 9, 7
# Entries 22–25 in UHRF1 MBD2 ctr: 1, 0, 17, -1

# Additional compounds
entry	SMILES	LEDGF integ inh	Tn6 DDE FP	TDP2 inh	SIAE primary	PRMT1 inh	DDE Tn7 FP inh	UHRF1 MBD2 ctr	MBD2 DNA inh	KLK7 zymogen act	TCR-CD3 inh
26	CCOc1ccc2nc(S(=O)(=O)NC(=O)C3(C)CCN3C(=O)c3c(C)noc3C)sc2c1 (configuration not stated)	-4	-8	-10	0	1	1	1	0	0.0	1
27	Cc1nc(NCCc2ccccc2)c2nnn(Cc3ccccc3Cl)c2n1	2	-7	-2	-1	-2	-8	2	-4	0.6	1
28	COc1ccccc1Cc1c(-c2ccc(C#N)cc2)nc2ccc(C)cn12	-2	-3	5	5	-1	-5	13	1	-18	1
29	CCc1cccc(NC(=O)C2CCCN2S(=O)(=O)c2cccc3cccnc23)c1 (configuration not stated)	-7	3	-4	5	-3	-4	3	-4	-0.2	-6
30	CCC(C)N1C(=O)CCC1C(=O)NCCc1ccc(Cl)cc1 (configuration not stated)	3	5	-11	-5	2	-4	1	2	-0.1	-8
31	COc1ccc(-n2c(CNC(=O)c3ccc(S(=O)(=O)N4CCCC4)cc3)n[nH]c2=S)cc1	-3	-3	-4	7	1	-6	1	-1	0.4	-3
32	CCSc1nnc(N2C(=O)C(O)=C(C(=O)c3ccco3)C2c2cccc(OC)c2)s1 (configuration not stated)	-5	3	-5	-5	31*	8	-2	-2	0.1	-3
33	Cc1nc(C)c(C(=O)OCC(=O)NCCc2ccc(F)cc2)s1	-3	4	-7	-7	3	6	-1	-1	-0.3	9
34	O=C1c2cc(Br)ccc2OC2C=CC=CC12 (configuration not stated)	1	-4	-3	-2	0	-14	8	4	1.4	-1
35	O=C(CN1C(=O)c2cccc3cccc1c23)Nc1cccnc1	2	0	-8	3	-2	-3	9	-8	4.5	3
36	Cc1ccc(-c2noc(C3CCCCC3)n2)cc1	1	0	-3	-2	0	-3	2	1	-0.2	-5
37	Nc1cc(C(=O)OCC(=O)NCCC2=CCCCC2)ccc1Cl	-3	4	-2	0	0	5	-1	3	-0.1	-1
38	O=C1CCCN1c1ccc(S(=O)(=O)Nc2ccc3c(c2)OCCO3)cc1	0	7	-7	-4	-1	6	0	-8	-0.3	5
39	Cc1ccc(/C=N/NC(=O)c2cc3ccccc3cc2O)o1	7	-5	-6	22*	-3	-8	-3	-4	-0.8	3
40	CN(C)/C=N/c1nc2nccc(-c3ccccn3)n2n1	2	7	5	-3	2	-3	1	-1	12	5
41	O=C1/C(=C/c2ccccc2)SC(=S)N1N1C(=O)C2CC2C1=O (configuration not stated)	2	0	4	-2	14	-2	-9	-7	-0.1	9
42	CCOC(=O)CC1C(=O)NCCN1C(=O)Nc1ccccc1 (configuration not stated)	4	-10	-2	-3	0	-3	2	0	0.8	-3
43	CCn1c(=O)c(CCC(=O)NCC2CCCO2)c(C)c2c(C)nn(-c3ccccc3)c21 (configuration not stated)	0	1	-9	-2	-5	6	-4	0	0.5	-4
44	O=C(c1ccccc1)c1coc2ccc(O)c(Cl)c12	-3	9	6	11	0	3	-1	2	-0.3	1
45	O=C(O)Cn1ccc2cc(S(=O)(=O)N3CCCCC3)ccc21	2	-6	3	-5	0	1	3	1	0.2	2
46	CC1(C(=O)NS(=O)(=O)c2ccccc2)CCN1C(=O)Cc1ccccc1 (configuration not stated)	-7	-3	-2	-4	4	1	-3	-3	-1.0	-6
47	O=C(CSc1nnc(-c2cccnc2)s1)Nc1ccnc2ccccc12	-2	7	15	-9	0	4	0	1	-0.4	4
48	COc1cccc(CNC(=O)C2CC(=O)N(C3CCCCC3)C2)c1 (configuration not stated)	3	9	2	0	-4	-6	1	-5	0.4	0
49	CCOc1ccccc1C1C(C(=O)Nc2ccc(OC)cc2)=C(C)Nc2nc(CCCO)nn21 (configuration not stated)	1	5	-10	0	3	2	-1	-1	0.5	-7
50	COc1cc(C(=O)N/N=C(\C)c2ccc3c(c2)OCO3)cc(OC)c1OC	3	0	8	4	-1	-9	-3	1	-0.6	4
51	COC(=O)c1c(C)cc(O)c(C)c1O	-1	12	14	1	-1	9	0	0	0.4	1
52	CC(=O)c1ccc(OC2(C)CCN(Cc3cccn3-c3nccs3)C2)cc1 (configuration not stated)	0	-2	-3	2	-3	-5	-3	-3	0.2	8

# Numbers 40–52 of the list above:
entry	SMILES	LEDGF integ inh	Tn6 DDE FP	TDP2 inh	SIAE primary	PRMT1 inh	DDE Tn7 FP inh	UHRF1 MBD2 ctr	MBD2 DNA inh	KLK7 zymogen act	TCR-CD3 inh
40	CN(C)/C=N/c1nc2nccc(-c3ccccn3)n2n1	2	7	5	-3	2	-3	1	-1	12	5
41	O=C1/C(=C/c2ccccc2)SC(=S)N1N1C(=O)C2CC2C1=O (configuration not stated)	2	0	4	-2	14	-2	-9	-7	-0.1	9
42	CCOC(=O)CC1C(=O)NCCN1C(=O)Nc1ccccc1 (configuration not stated)	4	-10	-2	-3	0	-3	2	0	0.8	-3
43	CCn1c(=O)c(CCC(=O)NCC2CCCO2)c(C)c2c(C)nn(-c3ccccc3)c21 (configuration not stated)	0	1	-9	-2	-5	6	-4	0	0.5	-4
44	O=C(c1ccccc1)c1coc2ccc(O)c(Cl)c12	-3	9	6	11	0	3	-1	2	-0.3	1
45	O=C(O)Cn1ccc2cc(S(=O)(=O)N3CCCCC3)ccc21	2	-6	3	-5	0	1	3	1	0.2	2
46	CC1(C(=O)NS(=O)(=O)c2ccccc2)CCN1C(=O)Cc1ccccc1 (configuration not stated)	-7	-3	-2	-4	4	1	-3	-3	-1.0	-6
47	O=C(CSc1nnc(-c2cccnc2)s1)Nc1ccnc2ccccc12	-2	7	15	-9	0	4	0	1	-0.4	4
48	COc1cccc(CNC(=O)C2CC(=O)N(C3CCCCC3)C2)c1 (configuration not stated)	3	9	2	0	-4	-6	1	-5	0.4	0
49	CCOc1ccccc1C1C(C(=O)Nc2ccc(OC)cc2)=C(C)Nc2nc(CCCO)nn21 (configuration not stated)	1	5	-10	0	3	2	-1	-1	0.5	-7
50	COc1cc(C(=O)N/N=C(\C)c2ccc3c(c2)OCO3)cc(OC)c1OC	3	0	8	4	-1	-9	-3	1	-0.6	4
51	COC(=O)c1c(C)cc(O)c(C)c1O	-1	12	14	1	-1	9	0	0	0.4	1
52	CC(=O)c1ccc(OC2(C)CCN(Cc3cccn3-c3nccs3)C2)cc1 (configuration not stated)	0	-2	-3	2	-3	-5	-3	-3	0.2	8
